PvdQ inh = P. aeruginosa PvdQ acylase inhibition. inhibition, % at 10 µM. purified PvdQ acylase, fluorescence plate reader. AID 488965. hit rate 0.063% among 340,000; in the data active = inhibition above about 30%, passing the limit was not always enough;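 note: 0% = vehicle neutral wells and 100% = reference inhibitor wells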
Rtt109 Vps75 = inhibitors of Candida albicans Rtt109/Vps75 histone acetyltransferase. hit rate 0.16% among 330,000. purified Rtt109/Vps75, ThioGlo CoA-SH fluorescence, 4 h. Q5AAJ8. inhibition, % at 34.9 µM. AID 540336;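 active = inhibition of at least 50% in every replicate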
AddAB inh = less growth of phage-infected E. coli with AddAB | E. coli expressing H. pylori AddAB, absorbance growth | inhibition, % at 11.9 µM | hit rate 0.29% among 330,000 | AID 435030; in the data active = inhibition above about 12%;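 note: 0% = vehicle wells of infected cells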
phage Ecoli inh = E. coli growth loss with phage present; inhibition, % at 11.9 µM; hit rate 0.26% among 360,000; AID 651602; growth absorbance; in the data active = inhibition above about 11%
DAGLB inhibitor = diacylglycerol lipase beta (human) inhibition. Q8NCG7. HEK293T DAGLB membrane lysate, EnzChek fluorogenic substrate. inhibition, % at 5.17 µM. hit rate 0.059% among 340,000. AID 504411; in the data active = inhibition above about 34%;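 note: 0% = enzyme with vehicle and 100% = wells lacking enzyme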
Target sequence (Q8NCG7 whole entry, looked up): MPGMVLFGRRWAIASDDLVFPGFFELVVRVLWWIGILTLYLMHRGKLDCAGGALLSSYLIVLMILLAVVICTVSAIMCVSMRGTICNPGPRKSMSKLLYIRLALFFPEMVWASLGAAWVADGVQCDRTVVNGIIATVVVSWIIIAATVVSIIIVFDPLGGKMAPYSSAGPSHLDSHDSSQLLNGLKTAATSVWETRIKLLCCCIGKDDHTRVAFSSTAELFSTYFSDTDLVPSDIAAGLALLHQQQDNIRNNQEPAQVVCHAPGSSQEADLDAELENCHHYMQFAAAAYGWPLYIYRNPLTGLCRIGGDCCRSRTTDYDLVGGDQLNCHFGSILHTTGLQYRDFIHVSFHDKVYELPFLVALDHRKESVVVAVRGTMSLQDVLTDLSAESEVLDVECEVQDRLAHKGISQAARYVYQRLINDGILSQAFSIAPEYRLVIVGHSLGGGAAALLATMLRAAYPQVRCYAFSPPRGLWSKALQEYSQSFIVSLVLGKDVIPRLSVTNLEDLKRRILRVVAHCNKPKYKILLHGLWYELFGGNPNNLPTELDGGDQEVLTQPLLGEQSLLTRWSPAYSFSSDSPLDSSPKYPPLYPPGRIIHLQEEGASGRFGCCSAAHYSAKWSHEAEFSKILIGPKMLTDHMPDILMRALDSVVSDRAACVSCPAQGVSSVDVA
CAL PDZ inh = inhibitors of human CAL PDZ peptide binding. Q9HD26. purified CAL PDZ, TMR-peptide fluorescence polarization, 1 h. inhibition, % at 20 µM. hit rate 0.02% among 330,000;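 active = highest replicate inhibition of at least 40%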;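 note: plate controls were DMSO neutral control wells for no effect and unlabeled competitor peptide control wells for full effect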
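Test system: tagged CAL PDZ domain / Buffer or medium: sodium phosphate/NaCl buffer pH 7.4 with TCEP, IgG, Thesit / Reagent: TMR-labelled reporter peptide T*-PRC34 bound in PDZ groove / Compound dosing: single point, 20 µM / Schedule: 1 h incubation at room temperature before polarization reading / Technique: fluorescence polarization (mP) / Benchmarks: unlabelled peptide, DMSO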
Ecoli viability = bacterial growth inhibition, counter-screen for AddAB inhibitors. hit rate 0.27% among 330,000. AID 449728. E. coli V3065 growth, OD600 absorbance, 18 h. inhibition, % at 11.9 µM;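 active = inhibition above the campaign's mean inhibition across all tested compounds plus 3 SD, cut at about 9.9% in these data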;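 note: uninfected addAB+ strain grown without phage in ampicillin broth; 0% = DMSO wells and 100% = ciprofloxacin 0.95 µg/ml wells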
Tat transport = E. coli Tat transport inhibition. AID 488895. E. coli MC4100 TorA-mCherry Tat export, fluorescence. hit rate 0.036% among 340,000. inhibition, % at 10 µM;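 active = mean replicate inhibition at least 50% and at least half of replicates individually reaching 50%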;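 note: exported cargo escapes ClpAP degradation while cytoplasmic cargo is degraded and loses fluorescence; 0% = median of neutral control wells and 100% = median of NaSCN control wells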
PfHsp90 yeast 2 = inhibits growth of yeast expressing Plasmodium falciparum Hsp90; S. cerevisiae expressing PfHsp90, BacTiter-Glo ATP, 48 h; yeast lacking PDR1 and PDR3 efflux regulators; AID 504621; hit rate 0.32% among 310,000; inhibition, % at 9.4 µM;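 active = every replicate shows inhibition above about 80%, whatever the replicate mean, limit read from the data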;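 note: 0% = DMSO neutral controls and 100% = 20 µM radicicol positive controls; yeast relying on Plasmodium falciparum Hsp90 in place of its own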
Wnt bcat act = activates Wnt/beta-catenin signaling in a reporter cell assay | activator, plate reader | hit rate 1.2% among 300,000 | activation, % at 9.35 µM; in the data active = activation above about 30%, passing the limit was not always enough;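 note: 0% = neutral control wells and 100% = positive control wells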
The depositor's hits bear a star; · = not tested or not shown.

(1) COc1ccc(-n2c(Cn3c(=O)sc4ccccc43)nnc2SCC(=O)N2CCCCC2)cc1
(2) Cc1nc(S(=O)(=O)NC2CCCCC2)c(C#N)c(C)c1Cl
(3) CCCN(CC(=O)Nc1ccccc1OC)C(=O)CCNC(=O)c1ccccc1OC
(4) Cc1ccc(S(=O)(=O)N2CCC(Oc3cccc(C(F)(F)F)c3)CC2)cc1
(5) O=c1[nH]c(SCCOc2cccc3ccccc23)nc2ccccc12
(6) CC1CN(c2ccc(NC(=S)Nc3ccc(N4CC(C)OC(C)C4)cc3)cc2)CC(C)O1 (stereo unspecified)
(7) Cc1nc2sc(C(c3ccco3)N3CCC(Cc4ccccc4)CC3)c(O)n2n1 (stereo unspecified)
(8) COC(=O)N(C)CCCC1(C)C(=O)N(C)c2ccc(O)cc21 (stereo unspecified)
(9) O=C(O)c1nn(CCOc2ccc(Br)cc2)c(=O)c2ccccc12
(10) COc1ccc2nc(SCC(=O)NC3CCCCC3C)[nH]c2c1 (stereo unspecified)
Compound	1	2	3	4	5	6	7	8	9	10
PfHsp90 yeast 2	2	33	-12	-3	-13	12	1	-2	-21	1
CAL PDZ inh	0.4	-2.0	0.4	-0.4	·	-0.4	-1.1	0.3	-3.7	-0.2
phage Ecoli inh	0.0	2.4	5.1	1.9	3.0	0.2	2.9	0.5	-1.8	4.3
DAGLB inhibitor	2	-8	-3	-10	-3	2	1	2	-4	-3
PvdQ inh	7	-18	-12	-6	-12	3	-9	-6	-7	-7
Wnt bcat act	-2	·	-3	-3	-1	-1	-3	·	-2	-8
Rtt109 Vps75	1	4	5	-12	1	-3	0	3	5	5
Tat transport	4	-3	-4	5	-1	-6	2	-4	3	-2
Ecoli viability	-2.3	-4.4	-1.9	-0.5	-0.8	0.3	-1.8	0.3	1.4	-0.9
AddAB inh	5.1	-2.7	-1.6	-1.5	0.6	3.3	-0.3	0.3	4.5	-2.4

Reprinted at random: four entries already listed
(8) COC(=O)N(C)CCCC1(C)C(=O)N(C)c2ccc(O)cc21 (stereo unspecified)
(5) O=c1[nH]c(SCCOc2cccc3ccccc23)nc2ccccc12
(10) COc1ccc2nc(SCC(=O)NC3CCCCC3C)[nH]c2c1 (stereo unspecified)
(9) O=C(O)c1nn(CCOc2ccc(Br)cc2)c(=O)c2ccccc12
Compound	8	5	10	9
PfHsp90 yeast 2	-2	-13	1	-21
CAL PDZ inh	0.3	·	-0.2	-3.7
phage Ecoli inh	0.5	3.0	4.3	-1.8
DAGLB inhibitor	2	-3	-3	-4
PvdQ inh	-6	-12	-7	-7
Wnt bcat act	·	-1	-8	-2
Rtt109 Vps75	3	1	5	5
Tat transport	-4	-1	-2	3
Ecoli viability	0.3	-0.8	-0.9	1.4
AddAB inh	0.3	0.6	-2.4	4.5

(continued)
(11) CC(=O)c1nn(-c2cccc(Br)c2)cc1C(=O)c1ccc(C)cc1
(12) CS(=O)(=O)c1ccc(Cl)c(NC(=O)CSc2n[nH]c(N)n2)c1
(13) Cc1nc(S(=O)(=O)Cc2ccccc2)nc2c1CCC2
(14) COc1cccc(-c2cc(C(=O)N3CC4(C)CC3CC(C)(C)C4)no2)c1 (stereo unspecified)
(15) Cc1cc2c(cc(C(=O)OCC(=O)NCc3cccs3)n2C(C)C)o1
(16) Cc1ccc(NC(=O)COC(=O)CC2CC3CCC2C3)cc1S(=O)(=O)N1CCOCC1 (stereo unspecified)
(17) CSc1nc(O)c(N=Nc2ccc(F)cc2F)c(=O)[nH]1
(18) Cc1[nH]c2c(C)cccc2c1CCNC(=O)C1CCCCC1C(=O)OCC(F)(F)F (stereo unspecified)
(19) COc1cccc(C(O)c2nc3ccccc3n2C(C)C)c1 (stereo unspecified)
(20) Cc1ccc(-n2c(C)nc3c(cnn3-c3ccc(F)cc3)c2=O)cc1C
Compound	11	12	13	14	15	16	17	18	19	20
PfHsp90 yeast 2	·	-11	10	·	-4	-3	-17	20	·	-12
CAL PDZ inh	-1.2	-3.2	-0.5	·	-1.8	-0.5	0.9	-0.1	-2.2	-0.5
phage Ecoli inh	3.0	7.1	2.4	3.0	·	-2.6	0.2	3.9	-0.4	0.5
DAGLB inhibitor	-8	4	1	-8	-2	-2	-1	-4	1	-2
PvdQ inh	1	-14	-10	1	7	-8	-9	-15	1	-11
Wnt bcat act	·	-1	0	·	·	-1	24	-2	·	·
Rtt109 Vps75	·	5	2	7	29	4	-1	1	·	-2
Tat transport	-1	4	1	13	12	6	0	12	5	1
Ecoli viability	0.2	-2.2	-2.0	0.8	-2.4	0.5	0.9	0.9	-1.6	-2.8
AddAB inh	2.3	3.0	0.2	0.3	1.0	0.0	3.7	3.6	1.1	1.9

(21) CSc1nc2[nH]ncc2c(=O)[nH]1
(22) CCSc1nnc(NC(=O)CSc2nnc(C)c(=O)n2N)s1
(23) O=C(O)CSc1nccc2ccccc12
(24) O=C(COc1coc(CN2CCN(c3ccccc3)CC2)cc1=O)NCC1CCCO1 (stereo unspecified)
(25) C=CCn1c(C)cc(C(=O)CSc2nnc(-c3cccc(S(=O)(=O)N(CC)CC)c3)o2)c1C
(26) O=C(O)c1cccc(Nc2ccc3nonc3c2[N+](=O)[O-])c1
(27) Cc1ccc(NC(=O)C2CCCN(S(=O)(=O)c3c(C)noc3C)C2)cc1 (stereo unspecified)
(28) COC(=O)c1sccc1NC(=O)Nc1ccccc1C
(29) CCOC(=O)N1CCN(C(=O)CN2C(=O)COc3ccc(C)cc32)CC1
(30) CCN(CC)S(=O)(=O)c1ccc2c(c1)nc(CCC(=O)Nc1cccc(C(F)(F)F)c1)n2CC
Compound	21	22	23	24	25	26	27	28	29	30
PfHsp90 yeast 2	-7	-34	-1	13	8	-31	6	·	2	-19
CAL PDZ inh	-0.8	-1.0	-0.3	-0.6	-2.7	3.0	0.4	-3.4	-0.6	-0.5
phage Ecoli inh	2.0	-0.2	4.9	3.0	0.6	-1.3	3.2	2.2	1.6	2.4
DAGLB inhibitor	3	-2	2	-1	-5	3	-1	0	0	-2
PvdQ inh	11	-15	0	-4	-11	6	-9	-10	-2	-14
Wnt bcat act	0	-1	-1	-3	·	-1	-1	0	-4	·
Rtt109 Vps75	-1	2	-3	-2	-12	3	-1	5	-11	7
Tat transport	0	-7	-19	1	-1	2	-4	3	1	9
Ecoli viability	-0.8	-0.1	-0.2	-1.8	-3.3	0.0	-1.3	·	1.8	1.3
AddAB inh	3.9	2.0	2.9	-0.7	-1.7	4.0	-0.9	·	2.6	1.1

(31) CCN1CCN(CCNC(=O)c2ccc3nc(-c4cccc(C)c4)c(-c4cccc(C)c4)nc3c2)CC1
(32) Cc1nn(C(C)C(=O)NCCCN2CCCCC2C)c(=O)c2c1sc1ccccc12 (stereo unspecified)
(33) CCCC(=O)Nc1c(C(=O)OCC)[nH]c2ccccc12
(34) CCCN(c1ccc(C(C)C)cc1)S(=O)(=O)c1c(C)noc1C
(35) CCOc1cccc(CN2CCCC(C(=O)c3cccc(C(F)(F)F)c3)C2)c1O (stereo unspecified)
(36) O=C(CSc1ncn[nH]1)N/N=C/c1ccc(F)cc1
(37) COc1ccc(-n2c(SC)nc3sc4c(c3c2=O)CCN(C)C4)cc1
(38) CC(C)(OC(=O)c1ccc(C#N)cc1)c1cc2ccccc2c(=O)o1
(39) COc1ccc(COC(=O)C2=C(C)NC(=O)NC2c2ccccc2OC(C)C)cc1 (stereo unspecified)
(40) COc1ccc(NC(=S)Nc2ccc3nccnc3c2)cc1
Compound	31	32	33	34	35	36	37	38	39	40
PfHsp90 yeast 2	-23	18	5	-18	13	-4	-5	-22	-32	2
CAL PDZ inh	-3.3	0.5	0.3	-1.7	-0.1	-0.2	-1.5	1.2	0.0	-0.9
phage Ecoli inh	-0.5	-0.6	0.4	3.3	3.4	-2.4	1.6	1.1	-0.9	2.7
DAGLB inhibitor	1	1	1	-16	-3	-1	-1	-2	-1	3
PvdQ inh	-8	-10	-6	-1	1	-23	11	-1	-15	16
Wnt bcat act	0	1	-2	-7	-1	2	0	1	-4	·
Rtt109 Vps75	-319	-9	4	2	18	-3	6	-2	1	-3
Tat transport	22	-1	-3	1	5	5	-2	4	1	-10
Ecoli viability	-1.3	0.9	-1.3	-1.1	1.2	4.1	·	0.5	0.4	-2.3
AddAB inh	-0.8	4.7	1.2	0.0	-1.3	1.5	·	-1.4	-0.3	1.3

(41) COc1ccc(C(=O)N/C=C/n2cnc3cc(C(F)(F)F)ccc32)cc1
(42) CCCCn1c(N)c(N(CC(C)C)C(=O)c2cccc(S(=O)(=O)N3CCCCCC3)c2)c(=O)[nH]c1=O
(43) Clc1ccc(-c2nc3cc(CN4CCCCC4)ccc3o2)cc1
(44) O=C(OCC(=O)N1CCC(Cc2ccccc2)CC1)c1ccccc1O
(45) CC1=C(C(=O)N2CCOCC2)C(c2ccc(O)cc2)NC(=S)N1 (stereo unspecified)
(46) O=P(Cc1ccccc1O)(c1ccccc1)c1ccccc1
(47) Cc1ccc2c(CC(=O)N(C)c3c(N)n(Cc4ccccc4)c(=O)[nH]c3=O)coc2c1
(48) CCC(C(=O)N1CCN(S(=O)(=O)c2sc(C(=O)O)c(C)c2C(=O)O)CC1)c1ccccc1 (stereo unspecified)
(49) COc1cccc(C2CC(c3cccc(C)c3)n3ncnc3N2)c1 (stereo unspecified)
Compound	41	42	43	44	45	46	47	48	49
PfHsp90 yeast 2	-12	-3	30	-22	20	-30	-6	9	-33
CAL PDZ inh	-1.3	-1.5	-1.0	-0.4	-0.2	-1.0	-1.3	-0.9	-0.9
phage Ecoli inh	2.8	1.5	1.0	-2.9	1.0	3.2	1.5	2.1	1.7
DAGLB inhibitor	-2	-1	0	-9	-2	0	0	0	2
PvdQ inh	-7	8	-6	-10	4	-12	-5	-13	-5
Wnt bcat act	-2	-2	16	-3	·	-2	-2	-4	-4
Rtt109 Vps75	-4	13	-5	-7	-6	-1	-6	4	-12
Tat transport	-6	2	-2	4	1	1	-2	-7	9
Ecoli viability	2.6	-1.2	·	1.1	-0.8	0.5	3.7	-1.2	0.2
AddAB inh	2.3	2.4	·	1.6	0.0	3.6	2.4	1.6	4.6

Screens from PubChem.
